# CHO-K1 Ca antag: counter-screen for M1 antagonists: effect in parental CHO-K1 cells. inhibition, % at 3 µM. 360,000 tested, 0.6% active. ATP-induced calcium, Fluo-8 fluorescence. AID 602250;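 active = inhibition above a per-plate cutoff, the plate's mean sample inhibition plus 3 SD, cut at about 24% in these data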;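 also: 0% = DMSO plus EC80 ATP and 100% = DMSO alone without ATP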
# CHRM1 antagonist: human M1 muscarinic receptor antagonists, primary screen, CHO-K1 cells, Fluo-8 calcium fluorescence, 1536-well. Muscarinic acetylcholine receptor M1 (Homo sapiens), P11229. CHO-K1 hM1, ACh EC80 antagonist. inhibition, % at 3 µM. 360,000 tested, 1.3% active. AID 588852, 2011;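 active = percent inhibition above its own plate's cutoff, namely the mean of that plate's compound wells plus 3 SD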;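 also: peak over basal fluorescence ratio during 140 s after agonist addition; 0% = ACh EC80 plus DMSO and 100% = DMSO alone without agonist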
# Target sequence (P11229 whole entry, looked up): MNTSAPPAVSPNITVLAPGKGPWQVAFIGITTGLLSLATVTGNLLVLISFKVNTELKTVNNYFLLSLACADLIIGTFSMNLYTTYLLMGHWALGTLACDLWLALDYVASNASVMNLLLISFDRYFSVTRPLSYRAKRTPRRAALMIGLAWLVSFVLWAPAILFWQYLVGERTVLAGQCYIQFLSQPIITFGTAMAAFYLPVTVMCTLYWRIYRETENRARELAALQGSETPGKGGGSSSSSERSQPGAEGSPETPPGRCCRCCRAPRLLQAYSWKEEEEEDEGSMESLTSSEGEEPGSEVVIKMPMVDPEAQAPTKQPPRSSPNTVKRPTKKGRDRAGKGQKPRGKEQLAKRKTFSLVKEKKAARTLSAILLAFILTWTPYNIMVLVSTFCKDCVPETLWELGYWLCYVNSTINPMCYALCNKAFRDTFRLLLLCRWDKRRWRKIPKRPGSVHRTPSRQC
# TAAR1 agonist: human TAAR1 agonists, primary screen, Fluo-8 calcium fluorescence, CHO RD-HGA16 cells | 360,000 tested, 0.99% active | AID 624467, 2012 | vehicle wells 0%, saturating PEA agonist 100% | activation, % at 3 µM | Trace amine-associated receptor 1 (Homo sapiens), Q96RJ0;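 active = activation above the mean activation of all test compounds in the run plus 3 SD, cut at about 38% in these data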
# Target sequence (Q96RJ0 whole entry, looked up): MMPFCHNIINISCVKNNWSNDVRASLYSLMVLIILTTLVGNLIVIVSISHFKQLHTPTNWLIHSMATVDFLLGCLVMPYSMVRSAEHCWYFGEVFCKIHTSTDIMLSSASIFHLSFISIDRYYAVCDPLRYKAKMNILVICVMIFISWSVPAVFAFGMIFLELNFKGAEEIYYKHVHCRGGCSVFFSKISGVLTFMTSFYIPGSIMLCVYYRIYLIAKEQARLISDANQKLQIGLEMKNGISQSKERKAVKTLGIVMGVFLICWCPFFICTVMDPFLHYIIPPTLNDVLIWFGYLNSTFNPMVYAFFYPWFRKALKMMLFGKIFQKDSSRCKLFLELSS
#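 test system = CHO RD-HGA16 cells carrying human TAAR1 plus Gα16 | schedule = 17-24 h seeding, 75 min 37 °C dye, 30 min RT | compound dosing = 3 µM single concentration | control set = DMSO and PEA EC100 | replicates = n 1 | signal = Fluo-8 fluorescence, 5 s baseline then 140 s kinetic read | measure = percent activation vs PEA EC100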
# CHRM1 agonist: human M1 muscarinic receptor agonists, primary screen, Fluo-8 calcium fluorescence, CHO-K1 cells, HTS; CHO-K1 hM1, agonist mode; 0% DMSO, 100% acetylcholine EC100; activation, % at 3 µM; 360,000 tested, 0.33% active;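 active = activation above the run's mean compound activation plus 3 SD, cut at about 16% in these data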;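 also: peak over basal fluorescence ratio within a 140 s kinetic read after compound addition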
# CHRM1 PAM: human M1 muscarinic receptor positive allosteric modulators, primary screen, CHO-K1 cells, Fluo-8 calcium fluorescence, 1536-well; Muscarinic acetylcholine receptor M1 (Homo sapiens), P11229; CHO-K1 hM1, ACh EC20; 0% = ACh EC20, 100% = maximal ACh; activation, % at 3 µM; 360,000 tested, 0.088% active; in the data active = activation above about 19%, passing the limit was not always enough
# M1 PAM parental: nonselective calcium activators in parental CHO-K1 cells, primary screen, counter-screen for M1 PAM project, cell-based, Fluo-8 calcium fluorescence, full deck, 1536-well | 360,000 tested, 0.02% active | ATP EC20; 0% at ATP EC20, 100% at ATP max | activation, % at 3 µM;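 active = activation above the run cutoff, the mean activation of all test compounds plus 3 SD, cut at about 40% in these data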;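 also: peak over basal fluorescence ratio in a 140 s read after ATP addition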
# TAAR1 antag: human TAAR1 antagonists, primary screen, Fluo-8 calcium fluorescence, CHO RD-HGA16 cells | AID 624466, 2012 | antagonist | inhibition, % at 3 µM | 360,000 tested, 1.5% active;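 active = inhibition above a per-plate cutoff, the mean inhibition of test compounds on that plate plus 3 SD, cut at about 49% in these data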;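 also: 0% = DMSO plus EC80 beta-PEA response and 100% = DMSO alone without agonist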
#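 Test system – hTAAR1-expressing CHO RD-HGA16 cells, Gα16-coupled · Also added – β-PEA at EC80 concentration, post-compound challenge · Compound – 3 µM, single point · Incubation – dye loading 75 min at 37 °C, then 30 min room temperature · Measured by – Fluo-8 intracellular calcium dye fluorescence, real-time kinetic reads · Benchmarks – vehicle and agonist controls · Replicates – singlicate, one well per test compound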
# CHO-K1 Ca ag: counter-screen for M1 agonists: effect in parental CHO-K1 cells; Fluo-8 calcium fluorescence; scaled to maximal ATP response, vehicle zero; activation, % at 3 µM; 360,000 tested, 0.48% active; AID 602248, 2012; in the data active = activation above about 15%;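 also: untransfected CHO-K1 host cells lacking M1 receptor as counterscreen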
# CHO parental Ca: ATP-evoked calcium signal inhibitors, parental CHO, primary screen, counter-screen for OX1R antagonist project, cell-based, fluorescence, Fluo-8 calcium dye; parental CHO-K1, ATP-induced calcium, Fluo-8 fluorescence; inhibition, % at 5.6 µM; 330,000 tested, 0.63% active; AID 463079, 2010;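 active = inhibition above that plate's mean sample inhibition plus 3 SD, cut at about 26% in these data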;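 also: 0% = ATP-challenged DMSO wells and 100% = DMSO wells without ATP; some compounds past the cut are filed as inactive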
#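 Measured by: calcium-sensitive Fluo-8 fluorescence / Test system: CHO parental line / Controls: ATP-challenged DMSO wells low, unchallenged DMSO wells high / Measure: % inhibition / Compound: single nominal dose of 5.6 µM per compound / Replicates: single well per compound, no replicates / Reagent: ATP as calcium-mobilizing challenge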
# * marks the source's active call; other numbers are inactive results; / = no result given.
# Values in the order – CHO-K1 Ca antag	CHRM1 antagonist	TAAR1 agonist	CHRM1 agonist	CHRM1 PAM	M1 PAM parental	TAAR1 antag	CHO-K1 Ca ag	CHO parental Ca
> C=C(C)C(=O)OCC(=O)NCc1ccccc1
 : -11.2	-0.2	2.6	-1.4	6.9	8.5	18.0	1.5	-10.6
> O=C(CSc1nnc(-c2ccccc2)c(-c2ccccc2)n1)NCC1CCCO1 (stereo not given)
 : -16.7	-17.7	-1.3	-5.8	4.1	15.2	-6.3	0.5	-21.1
> Cc1sc2nc(CSCC(=O)NC3CCCCC3)[nH]c(=O)c2c1C
 : -0.2	-1.2	0.9	-4.2	3.9	9.9	7.2	0.6	0.9
> Cc1c(N(C)S(=O)(=O)c2cccc(C(=O)NCC3CCCO3)c2)c(=O)n(-c2ccccc2)n1C (stereo not given)
 : -27.3	-12.3	2.8	-3.0	9.8	18.8	-21.4	1.4	-31.7
> Cc1oc(-c2ccc(Cl)cc2)nc1CS(=O)CC(=O)NCCCN(C)C1CCCCC1 (stereo not given)
 : -13.8	-5.1	3.2	-6.0	7.5	11.1	7.7	0.1	-15.8
> Cc1cc(N2CCN(C)CC2)nc2ccc(NC(=S)NCCC(C)C)cc12
 : -10.4	9.7	7.1	-5.0	-3.9	6.6	-13.5	1.9	-11.2
> CCOC(=O)Cn1c(=O)n(Cc2ccco2)c(=O)c2ccc(C(=O)NCCc3ccccc3)cc21
 : -4.0	-5.0	6.5	-3.2	6.7	13.6	4.0	1.0	-19.3
> COC(=O)c1cc(C#N)c(SCc2ccccc2)nc1C
 : -6.6	-8.9	8.8	-4.1	-2.8	11.4	14.8	0.2	-16.0
> CCc1nc2ccc(C(=O)NCCCn3ccnc3)cn2c1N(C)Cc1cccs1
 : -4.1	9.4	-0.2	-8.9	-6.8	4.3	6.6	0.4	/
> NC(=O)Cn1cnc(-c2ccccc2)c1
 : -0.6	-23.1	-0.3	-1.8	3.3	9.0	12.9	-0.1	-12.9
> CCCCCCCCCCOC(=O)C[N+](C)(C)CC1CCCCC1O (stereo not given)
 : 11.0	3.2	2.2	-9.3	-10.8	-11.3	-17.2	-0.1	-16.9
> N#C/C(=C\C=C\c1ccccc1)C(=O)NCc1ccco1
 : -1.6	4.1	3.9	3.1	3.3	12.6	-18.4	5.1	-7.2
> COC(=O)/C(=C(/F)Sc1cc(C)c(O)c(C)c1)C(F)(F)F
 : -3.5	-2.7	/	-4.7	2.5	19.9	/	0.2	33.0*
> O=C(NNC1OC(CO)C(O)C(O)C1O)c1cccc(Br)c1 (stereo not given)
 : -4.2	-15.3	0.8	-0.1	15.0	-13.9	-0.1	0.3	-11.0
> O=C(NCc1ccco1)c1ccc2c(=O)n(CC3CCCO3)c(=S)[nH]c2c1 (stereo not given)
 : 3.3	-8.3	8.5	-0.3	7.2	5.7	3.7	2.2	-7.3
> O=[N+]([O-])c1cccc(/C([O-])=C(/C(=S)Nc2ccccc2F)[n+]2ccccc2)c1
 : -2.7	-1.0	2.5	-7.6	3.0	5.1	27.4	4.6	-5.9
> CCOC(=O)c1ccc(NC(=O)NCc2ccccc2)cc1
 : -2.6	0.1	3.5	-6.4	1.1	20.3	16.5	6.0	-6.0
> COc1cccc(-c2c(NC(=O)c3ccco3)oc3ccccc3c2=O)c1
 : -5.9	-12.0	0.1	-1.7	8.4	6.9	-6.1	0.5	-11.9
> CCOc1ccc(-n2c(-c3ccccc3)c[n+]3c2CCCCC3)cc1
 : 4.9	19.7	-0.6	-10.6	-15.2	17.9	4.9	-0.1	2.9
> CC(Sc1nnc(C2CCCCC2)n1N)C(=O)NCc1ccc2c(c1)OCO2 (stereo not given)
 : -5.2	-16.6	8.6	0.3	13.5	19.2	-28.6	0.5	-15.2
> Cc1nc(NC(=O)c2cc3ccccc3o2)ccc1Br
 : -6.7	-10.8	1.5	-2.1	14.4	7.5	-29.7	0.3	-13.9
> O=C1Nc2ccccc2C(=O)N2[C@H](c3cccc(Br)c3)[C@@H]3C(=O)N(Cc4ccccc4)C(=O)[C@@H]3[C@H]12
 : -21.6	-7.4	10.7	7.8	13.4	22.8	16.5	0.8	-13.2
> Cc1cc(C(=O)NCc2cc(F)cc3c2OCOC3)nn1C
 : -5.1	-8.9	0.8	-2.0	3.6	2.1	-19.6	1.0	-14.1
> CC(C)(C)OC(=O)N1CCC(C(=O)Nc2cccc(C(=O)NCCc3ccccc3)c2)CC1
 : -9.3	-2.6	11.7	3.9	-2.3	9.7	33.0	6.9	/
> CCC1CCCCN1CCCNC(=O)c1ccc(N2CCOCC2)c(NS(=O)(=O)c2ccc(OC)cc2)c1 (stereo not given)
 : -17.3	12.7	7.7	-5.6	-7.4	21.1	12.5	-0.2	-13.8
> O=CNCCCc1nc2ccccc2n1CCc1ccccc1
 : -8.2	-3.6	2.5	-6.4	3.0	8.9	-2.0	1.8	/
> CC(=O)Nc1ccc(S(=O)(=O)N2CCN(c3nc(C)cc(C)n3)CC2)cc1
 : 20.0	-3.0	5.2	-1.6	1.7	0.0	-0.4	11.4	4.8
> COc1ccc(O)c(-c2c(-c3ccc(Cl)cc3)n[nH]c2C)c1
 : 11.1	-27.9	2.5	-3.9	1.8	-4.9	5.6	0.0	-14.9

# Sorted by SMILES length (rising): part of the list above
# Values in the order – CHO-K1 Ca antag	CHRM1 antagonist	TAAR1 agonist	CHRM1 agonist	CHRM1 PAM	M1 PAM parental	TAAR1 antag	CHO-K1 Ca ag	CHO parental Ca
> Cc1nc(NC(=O)c2cc3ccccc3o2)ccc1Br
 : -6.7	-10.8	1.5	-2.1	14.4	7.5	-29.7	0.3	-13.9
> Cc1cc(C(=O)NCc2cc(F)cc3c2OCOC3)nn1C
 : -5.1	-8.9	0.8	-2.0	3.6	2.1	-19.6	1.0	-14.1
> COc1ccc(O)c(-c2c(-c3ccc(Cl)cc3)n[nH]c2C)c1
 : 11.1	-27.9	2.5	-3.9	1.8	-4.9	5.6	0.0	-14.9
> CC(C)(C)OC(=O)N1CCC(C(=O)Nc2cccc(C(=O)NCCc3ccccc3)c2)CC1
 : -9.3	-2.6	11.7	3.9	-2.3	9.7	33.0	6.9	/
> CCC1CCCCN1CCCNC(=O)c1ccc(N2CCOCC2)c(NS(=O)(=O)c2ccc(OC)cc2)c1 (stereo not given)
 : -17.3	12.7	7.7	-5.6	-7.4	21.1	12.5	-0.2	-13.8
> O=C1Nc2ccccc2C(=O)N2[C@H](c3cccc(Br)c3)[C@@H]3C(=O)N(Cc4ccccc4)C(=O)[C@@H]3[C@H]12
 : -21.6	-7.4	10.7	7.8	13.4	22.8	16.5	0.8	-13.2
